Screening results as filed in PubChem.
p53 reactivator = mutant p53 re-activation in reporter cells; H1299 p53-A138V BP100-luciferase reporter, luminescence, 24 h; Potency, µM (doses to about 92.2 µM), inactives show at the top dose activity change, positive = activation, most hits filed as activators; actives 0.063% (n = 320,000); further: % of control where 0% means no effect; nearly all actives have a fitted effect of over 45% in size
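p53-null H1299 cells stably carrying temperature-sensitive p53-A138V and a BP100-luciferase reporter were pinned with compounds (4-point, 1:5 series) and held 24 hrs at 37 deg C. Luminescence was read 10 min after detection reagent.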
RORg inh = inhibitors of mouse ROR gamma transcriptional activity; P51450; AID 2551; Potency, µM (titrated, usually from 53.6 µM), without a hit: top-dose activity change, negative = inhibition, usual class: inhibitors; actives 5.4% (n = 310,000); Drosophila S2 Gal4-RORgamma UAS-luciferase reporter, 20 h; further: on the % scale 0 is the no-effect control and ±100 the full control effect; nearly all actives have a fitted effect of over 60% in size
Target sequence (P51450 whole entry, looked up, the tested form may be a part): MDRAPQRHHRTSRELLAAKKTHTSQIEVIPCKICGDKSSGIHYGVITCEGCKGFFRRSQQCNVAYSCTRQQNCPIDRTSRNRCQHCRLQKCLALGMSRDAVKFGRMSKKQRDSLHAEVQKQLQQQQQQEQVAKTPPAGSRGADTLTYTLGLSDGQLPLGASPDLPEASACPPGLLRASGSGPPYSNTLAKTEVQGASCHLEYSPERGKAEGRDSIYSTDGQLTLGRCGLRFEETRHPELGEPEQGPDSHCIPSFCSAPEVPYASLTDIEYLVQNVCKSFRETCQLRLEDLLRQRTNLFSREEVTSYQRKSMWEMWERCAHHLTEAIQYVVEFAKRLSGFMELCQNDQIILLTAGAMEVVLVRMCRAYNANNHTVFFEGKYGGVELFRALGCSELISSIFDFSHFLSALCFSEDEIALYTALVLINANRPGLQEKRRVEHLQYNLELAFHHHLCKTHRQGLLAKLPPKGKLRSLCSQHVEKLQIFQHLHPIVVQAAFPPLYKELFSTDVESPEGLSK
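A Gal4/UAS one-hybrid system in insect cells: metallothionein-promoter Gal4–ROR gamma fusion plus Photinus luciferase reporter. Copper sulfate 700 uM final, 20 hr ambient incubation, luminescent detection after 10 min with reagent.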
VP16 counter = Gal4-VP16 reporter inhibition counter-screen; Drosophila S2 Gal4-VP16 UAS-luciferase, luminescence, 20 h; Potency, µM (top dose mostly 53.6 µM), for the others: top-dose activity, negative = inhibition, hits mostly inhibitors; AID 2546; actives 3.5% (n = 310,000);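 further: Gal4-VP16 expression switched on by copper sulfate through the metallothionein promoter; on the % scale 0 is the no-effect control and ±100 the full control effect; nearly all actives have a fitted effect of over 50% in size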
uPA generation = inhibitors of cell surface uPA generation. cell surface uPA generation assay, qHTS. Potency, µM (titrated, usually from 38.3 µM), inactives show at the highest dose activity change, negative = inhibition, hits mostly inhibitors. actives 0.31% (n = 330,000); active means well fitted inhibition curve with a large enough effect; inconclusive means small, poorly fitted or top-dose-only effect; inactive means no such curve, though single readings can be large or run the other way; tested in mouse RAW 264.7 cells; further: on the % scale 0 is the no-effect control and ±100 the full control effect; nearly all actives have a fitted effect of over 55% in size
Rab9 prom act = activates the Rab9 promoter; Huh7 Rab9 promoter-luciferase reporter, luminescence, 24 h; Potency, µM (titrated, usually from 9.22 µM), without a hit: at the top dose activation, negative = inhibition, most hits filed as activators; actives 2.8% (n = 320,000); AID 485297; further: % of control where 0% means no effect; nearly all actives have a fitted effect of over 60% in size
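Using Huh7 cells stably transfected with Rab9 promoter–luciferase, compounds were incubated 24 h at 37 °C, 5% CO2; luciferase luminescence was read 10 min after reagent addition.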
NPC1 prom act = activates the NPC1 promoter; Potency, µM (highest dose often 9.22 µM), for inactives: at the highest dose activation, hits mostly activators; actives 2.4% (n = 320,000); Huh7 NPC1 promoter luciferase reporter, 24 h;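 further: % of control where 0% means no effect; nearly all actives have a fitted effect of over 60% in size; reporter is driven by a mutant NPC1 promoter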
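In 1536-well qHTS, Huh7 cells harboring an NPC1 promoter–luciferase construct received compound for 24 h; activation was quantified by luminescence following luciferase reagent addition.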
FLuc counter = inhibits or activates purified firefly luciferase, miR-21 counter-screen; P08659; purified FLuc, Km substrates, luminescence inhibition; Potency, µM (titrated, usually from 57.5 µM), without a hit: at the top dose activity change, negative = inhibition, hits mostly inhibitors; actives 6.9% (n = 360,000); AID 588342;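 further: plate controls were vehicle for no effect and reference inhibitor for full effect; nearly all actives have a fitted effect of over 55% in size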
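Purified P. pyralis luciferase (10nM final) with 10uM D-luciferin and 10uM ATP (Km levels) in 50mM Tris acetate pH 7.5, 10mM Mg acetate, 0.01% Tween-20, 0.05% BSA; qHTS 6-point titration, ~60 µM downward; luminescence read.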
MBNL1-CUG inh = blocks human MBNL1 binding to CUG repeat RNA; Q9NR56; Potency, µM (top dose mostly 57.5 µM), inactives show top-dose activity change, negative = inhibition, hits mostly inhibitors; TR-FRET MBNL1-His/biotin-(CUG)12 binding, 665/545 ratio; actives 0.036% (n = 280,000); active means well fitted inhibition curve with a large enough effect in the signal ratio, with a control signal flat, not every such curve was filed as active; inconclusive means small, poorly fitted or top-dose-only effect, or effect the other way, or a change in a side signal; inactive means no such curve, though single readings can be large or run the other way; the % refers to the signal ratio; further: on the % scale 0 is the no-effect control and ±100 the full control effect
Target sequence (Q9NR56 whole entry, looked up): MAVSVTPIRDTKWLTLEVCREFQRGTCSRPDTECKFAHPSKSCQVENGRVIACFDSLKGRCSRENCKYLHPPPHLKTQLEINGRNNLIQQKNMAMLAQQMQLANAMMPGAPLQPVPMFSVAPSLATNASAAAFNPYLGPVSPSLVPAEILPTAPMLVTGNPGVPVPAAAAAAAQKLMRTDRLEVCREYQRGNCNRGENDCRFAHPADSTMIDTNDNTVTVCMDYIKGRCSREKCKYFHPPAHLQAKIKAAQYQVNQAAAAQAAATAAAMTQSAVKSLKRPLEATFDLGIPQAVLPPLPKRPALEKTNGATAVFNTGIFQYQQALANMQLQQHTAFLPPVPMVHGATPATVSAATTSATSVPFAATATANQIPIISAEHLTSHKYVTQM
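Ratiometric TR-FRET (665 over 545 nm, excitation 340 nm) tracks disruption of MBNL1-His/biotin-(CUG)12 complex after 60 min at room temperature, with compounds at 92 nM to 58 uM final.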
ELG1 genotoxic = inducers of genotoxicity in HEK293T ELG1-luciferase cells. Potency, µM (highest dose often 46 µM), for inactives: at the highest dose activity change, positive = activation, hits mostly activators. AID 504466. HEK293T ELG1-luciferase reporter, luminescence, 16 h. actives 1.3% (n = 330,000); further: % of control where 0% means no effect; nearly all actives have a fitted effect of over 60% in size
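ELG1-luciferase HEK293T cells, 2,000/well; compound pinned in; 16 hr, 37 °C, 5% CO2; ONE-Glo, 30 min RT; luminescence on CCD imager.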
BRCA1 expr act = BRCA1 expression activation; MCF7-BRCA1-FFLuc reporter, luminescence, 48 h; response scale: scaled: vehicle 0%, 10 µM genistein 100%; Potency, µM (doses to about 46.1 µM), for inactives: at the top dose activation, most hits filed as activators; actives 1.1% (n = 380,000); further: nearly all actives have a fitted effect of over 80% in size; some results filed as inactive show a strong effect at the top dose
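MCF7-BRCA1-FFLuc cells, 2000/well in phenol-red-free MEM, attached 2 h then treated 48 h at 37 C. Luciferase luminescence read 15 min after reagent; normalized to genistein maximum activation (10microM) and DMSO, concentration-response fitted.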
* marks the source's active call; other numbers are inactive results; ? = inconclusive; nt = not tested or not shown; & = joins results of further samples; [ ] = remark or other dose. Unless noted, the call rests on the fitted dose curve; in most records, active means well fitted curve in the direction sought with a large enough effect; inconclusive means small, poorly fitted or top-dose-only effect, or another doubt; inactive means no such curve, though single readings can be large; an effect the other way counts as inactive or inconclusive. Potency means the concentration at half of the fitted maximal effect.

SMILES | p53 reactivator | RORg inh | VP16 counter | uPA generation | Rab9 prom act | NPC1 prom act | FLuc counter | MBNL1-CUG inh | ELG1 genotoxic | BRCA1 expr act
O=C(O)c1n[nH]c2c1CCCC2 | 5% | 10% | 10% | 0% | -2% | 1% | 2% | -2% | 0% | -6%
C=CCn1c(CNC(=O)c2cccs2)n[nH]c1=S | -6% | -10% | 2% | 3% | -3% | 0% | -1% | ? | 1% | -14%
O=C(N/N=C/c1cccc(O)c1)c1csc2ccccc12 | 13% | -3% | -15% | -5% | -5% | 16% | 21µM* | 9% | 16% | 5%
CCOC1(NC(=O)c2ccccc2)C(C)=CC(=O)C=C1C | 3% | 2% | -6% | 5% | -6% | 1% | -1% | 2% | -2% | -2%
COC(=O)c1ccccc1NC(=O)COC(=O)CSc1nnc(N)s1 | -1% | 2% | 8% | 4% | -1% | -1% | -13% | -9% | -2% | 26%
CCCCC(=O)Nc1nnc(-c2ccco2)o1 | 6% | -10% | -10% | 4% | -3% | 2% | -1% | nt | -9% | 0%
CC(=O)Oc1ccc(-c2cccc(C(=O)N3CCCCC3)c2)cc1 | -1% | 25% | 7% | 2% | 12% | 19% | ? | 0% | ? | 44%
O=C(COC(=O)C1=COCCO1)NCCCc1ccccc1 | 7% | 23% | 2% | 7% | 9% | -1% | -1% | 2% | 0% | 19%
CCc1ccc(-n2c(SCC(=O)Nc3ccc(C(=O)O)cc3)nnc2-c2ccncc2)cc1 | -1% | -11% | 0% | -3% | 1% | -2% | -1% | 7% | 0% | 5%
CCOC(=O)c1cccc(NC(=O)Nc2ccc3c(c2)C(=O)OC3)c1 | -1% | 22% | -5% | 3% | 26% | 6% | -8% | -3% | 18% | 62%
Cc1[nH]c2ccccc2c1C(=O)CSC(=S)N(C)C | 13% | 6% | 3% | 9% | 29% | 15% | ? | 0% | ? | 71%
Cc1nn(-c2ccccc2)c(C)c1/C=N/NC(=O)CSc1nc2ccccc2c(=O)n1-c1ccc(Br)cc1 | -3% | ? | ? | 6% | 1% | -3% | 0% | -10% | 0% | -55%
CCOc1ccc(NC(=O)CSc2nc(N)c(-c3ccccc3)c(=O)[nH]2)cc1 | 18% | -1% | -20% | -8% | -4% | -6% | 0% | -4% | 0% | 18%
Cc1nnc(-c2cnn(-c3ccccc3)c2N)n1Cc1ccncc1 | 6% | -26% | -14% | 2% | 7% | -4% | 4% | 4% | 2% | -16%
COC(=O)[C@H](Cc1ccccc1)NC(=O)O[C@@H]1C(=O)c2cc(Br)ccc2O[C@H]1c1cccc(OC)c1 | 1% | ? | 5%&5% | nt | -1% | -6% | -1% | 23% | ? | nt
CCCOc1ccc(-c2cnc(SCC(N)=O)nc2N)cc1 | 5% | 27% | 6% | -1% | 2% | 2% | -13% | 10% | 0% | -29%
O=c1c2oc3ccccc3c2[nH]c(=S)n1-c1ccccc1 | -13% | ? | 5µM* | 0% | 14% | -4% | -2% | ? | -1% | -52%
COc1ccc(CNC(=O)C(NS(=O)(=O)c2cccc3nsnc23)C(C)C)cc1 (stereo not given) | 3% | 6% | -3% | 0% | -1% | 2% | 2% | ? | -2% | -15%
CCc1cccc(CC)c1N(COC)C(=O)Cn1nnc2ccccc21 | -2% | -11%[10 µM] | -1% | -8% | 4% | -1% | -1% | 5% | -2% | 0%
CC1CCN(c2ccc(C(=O)O)cc2N)CC1 | 4% | ? | 3% | -1% | 5% | 0% | -10% | -5% | 1% | -38%
CCOC(=O)c1c(CN2CCN(C)CC2)n(C)c2cc(Br)c(OC)cc12 | -7% | ? | -2% | nt | -9% | -2% | -1% | -2% | ? | -68%
O=C(NCc1ccccc1Cl)/C(=C\c1cccnc1)NC(=O)c1ccccc1 | -2% | 2% | -9% | 0% | -4% | -1% | -2% | 5% | -1% | -16%
O=C(CSc1ncn[nH]1)N/N=C/c1ccc(C(F)(F)F)cc1 | 8% | 11% | 13% | 0% | -5% | -3% | ? | 18% | 6% | 1%
Cc1nc2n[nH]c(N)c2c2c1COC(C)(C)C2 | -2% | -23% | 1% | -6% | 2% | -1% | -1% | 0% | 6% | -2%
CC(=O)C(C(C)=O)C(NC(=O)c1cccnc1)(C(F)(F)F)C(F)(F)F | -3% | 2% | -10% | -2% | 5% | 2% | 13% | ? | 1% | 1%
Following part:
SMILES | p53 reactivator | RORg inh | VP16 counter | uPA generation | Rab9 prom act | NPC1 prom act | FLuc counter | MBNL1-CUG inh | ELG1 genotoxic | BRCA1 expr act
CCOc1ccc(N(CC(=O)NC(C)CC)S(C)(=O)=O)cc1 (stereo not given) | -3% | 3% | 5% | nt | 1% | 0% | 2% | 0% | -6% | 2%
O=C(Nc1nc2c(cc3c4c(cccc42)CC3)s1)c1ccccc1Cl | 12% | 5µM* | -26% | 8% | 1% | -4% | ? | -10% | 5% | 7%
Cn1ccnc1SCC(=O)Nc1cc(S(=O)(=O)N2CCOCC2)ccc1Cl | 0% | 16% | -1% | -1% | -4% | -6% | 1% | -5% | 1% | -21%
COc1ccc(C(=O)Nc2ccnn2C2CCN(CCC(C)c3ccc(C)o3)CC2)cc1 (stereo not given) | -2% | 15% | -4% | -2% | 0% | -1% | 3% | -5% | -2% | -19%
O=C(COC(=O)Cc1ccc(Br)cc1)NC1CCCC1 | -3% | nt | nt | 6% | nt | nt | nt | nt | 0% | -7%
O=C(O)c1cccc(NC(=S)NC(NC(=O)c2ccco2)C(Cl)(Cl)Cl)c1 (stereo not given) | -1% | 9% | 4% | 2% | 0% | 0% | 1% | -8% | 3% | 1%
COc1ccccc1C1C(C#N)=C(N)Oc2c1oc(CO)cc2=O (stereo not given) | 1% | -21% | -15% | 0% | -5% | -4% | 0% | ? | 1% | -24%
COc1ccc(C(c2nnnn2CCc2ccccc2)N2CCN(C3CCCC3)CC2)cc1OC (stereo not given) | 8% | -12% | -2% | 0% | 2% | -1% | 3% | 4% | 0% | -28%
CC(=O)NC(CC(=O)NNC(=O)c1cccs1)c1ccccc1 (stereo not given) | -2% | nt | nt | 4% | 4% | -2% | 5% | nt | 7% | 4%
CC(=O)OCC1OC(c2ccccc2)C(OC(C)=O)C(OC(C)=O)C1OC(C)=O (stereo not given) | 3% | -3% | -5% | nt | -9% | 2% | 2% | -4% | -1% | -2%
O=P(O)(CCCCP(=O)(O)CCc1ccccc1)CCc1ccccc1 | 7% | 7% | 14% | nt | 4% | 6% | 1% | 8% | 4% | nt
COc1cccc2cc(C(=O)Nc3ccc(S(=O)(=O)NCC4CCCO4)cc3)c(=O)oc12 (stereo not given) | 3% | ? | -3% | 0% | -1% | 12% | 0% | 70%[activator] | -1% | 0%
Cc1ccnc(N2C(=O)c3ccccc3C2Nc2cccc(C)c2C)c1 (stereo not given) | 8% | 37% | -7% | 3% | -4% | -3% | 3% | -9% | 1% | 33%
CC(C)CNC(=O)c1cc(-c2ccc(Br)cc2)on1 | ? | 8% | 6% | nt | 3.5µM* | 3.2µM* | ? | -1% | ? | ?
Cc1n[nH]c(C)c1S(=O)(=O)N(CC(=O)NC1CCCC1)c1ccc(C(C)C)cc1 | 2% | -44% | 5% | -2% | 1% | -3% | 7% | 2% | -8% | 0%
Cc1ccccc1NC(=O)Cc1nc(COC(=O)c2cc([N+](=O)[O-])ccc2N)cs1 | -23% | 10% | -4% | 0% | 4% | -1% | 5% | 20% | -3% | -6%
O=C(CN(CCc1ccccc1)Cc1ccccc1)Oc1ccccc1P(=O)(O)O | 2% | 70% | -14% | 7% | 0% | -3% | 3% | -3% | 0% | -18%

A portion of the results above, for reference:
SMILES | p53 reactivator | RORg inh | VP16 counter | uPA generation | Rab9 prom act | NPC1 prom act | FLuc counter | MBNL1-CUG inh | ELG1 genotoxic | BRCA1 expr act
CCOc1ccc(N(CC(=O)NC(C)CC)S(C)(=O)=O)cc1 (stereo not given) | -3% | 3% | 5% | nt | 1% | 0% | 2% | 0% | -6% | 2%
O=C(Nc1nc2c(cc3c4c(cccc42)CC3)s1)c1ccccc1Cl | 12% | 5µM* | -26% | 8% | 1% | -4% | ? | -10% | 5% | 7%
Cn1ccnc1SCC(=O)Nc1cc(S(=O)(=O)N2CCOCC2)ccc1Cl | 0% | 16% | -1% | -1% | -4% | -6% | 1% | -5% | 1% | -21%
COc1ccc(C(=O)Nc2ccnn2C2CCN(CCC(C)c3ccc(C)o3)CC2)cc1 (stereo not given) | -2% | 15% | -4% | -2% | 0% | -1% | 3% | -5% | -2% | -19%
O=C(COC(=O)Cc1ccc(Br)cc1)NC1CCCC1 | -3% | nt | nt | 6% | nt | nt | nt | nt | 0% | -7%
O=C(O)c1cccc(NC(=S)NC(NC(=O)c2ccco2)C(Cl)(Cl)Cl)c1 (stereo not given) | -1% | 9% | 4% | 2% | 0% | 0% | 1% | -8% | 3% | 1%
COc1ccccc1C1C(C#N)=C(N)Oc2c1oc(CO)cc2=O (stereo not given) | 1% | -21% | -15% | 0% | -5% | -4% | 0% | ? | 1% | -24%
COc1ccc(C(c2nnnn2CCc2ccccc2)N2CCN(C3CCCC3)CC2)cc1OC (stereo not given) | 8% | -12% | -2% | 0% | 2% | -1% | 3% | 4% | 0% | -28%
